Screening results: PubChem, Small Molecule Screening Facility, UW Madison
SSB-PriA inh – inhibitors of Klebsiella pneumoniae PriA binding to SSB C-terminal tail, primary screen, biochemical, AlphaScreen; PriA–SSB C-terminal tail interaction (Klebsiella pneumoniae); AlphaScreen SSBct-PriA binding, biotinylated peptide; inhibition, % at 33 µM; actives 0.6% (n = 430,000); AID 1272365, 2023; in the data active = inhibition mostly above about 37%, no sharp cut-off; inactive = mostly below about 20%;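 also: plate controls were negative control peptide for no effect and reference peptide for full effect; strong numbers were not always called active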
* marks the source's active call; other numbers are inactive results; & = joins results of further samples.

Screening Cc1cccc(N2C(=O)c3oc4ccc(Cl)cc4c(=O)c3[C@H]2c2cccnc2)n1 returned SSB-PriA inh -14.0.
Screening CCOC(=O)c1ccc(NC(=O)N(C)C)cc1 returned SSB-PriA inh 10.0.
Screening COc1ccc(NC(=O)Nc2ccc(CN3CCN(C)CC3)cc2)cc1 returned SSB-PriA inh -16.0&-1.0.
For O=C(O)C1(NS(=O)(=O)c2cccc(F)c2)CCCCC1 the results were SSB-PriA inh -12.0.
`COC(=O)c1ccc(Cn2nc(-c3cccc(OC)c3)c3sc(C)nc3c2=O)cc1` gave SSB-PriA inh -9.0&-3.0.
`COc1cn(CC(=O)NC[C@H]2CCCO2)c(CN2CCCCCC2)cc1=O` gave SSB-PriA inh -20.0.
For COC(=O)c1ccc(C(=O)N2CCC(N3CCC(Oc4nccs4)CC3)CC2)cc1 the results were SSB-PriA inh -5.0.
For O=c1ccc(-c2cccnc2)nn1CCNS(=O)(=O)c1ccccc1 the results were SSB-PriA inh -8.0.
Screening CCOC(=O)CN1C(=O)CSC1=O returned SSB-PriA inh 1.0.
CC(=O)NS(=O)(=O)c1ccc(NC(=O)c2coc(NC(=O)C3CC3)n2)cc1 was read as SSB-PriA inh -11.0.
COc1ccc(Cc2nc3ccccc3n2CC(=O)NN=Cc2ccc(O)cc2)cc1OC was read as SSB-PriA inh -2.7.
Cc1ccc(C(=O)ON=C(N)c2cccc([N+](=O)[O-])c2)cc1 was read as SSB-PriA inh -9.3.
`Cc1onc(-c2ccccc2)c1C(=O)NN=Cc1c(F)cccc1Cl` gave SSB-PriA inh -5.5.
For O=C(NCC[C@H](O)c1cccs1)c1ccc(S(=O)(=O)N2CCCC2)cc1 the results were SSB-PriA inh -9.0.
Screening S=C(NCCN1CCOCC1)NN=Cc1c2ccccc2cc2ccccc12 returned SSB-PriA inh -16.6.
CCSc1ccccc1C(=O)NCc1cc(C)on1 was read as SSB-PriA inh -12.0.
For Cc1cc(OC(=O)N(C)C)cc(C)c1Cl the results were SSB-PriA inh -18.0.
For Cc1ccc(C(=O)Nc2c(N)nc(SCC(=O)N3CCCc4ccccc43)[nH]c2=O)cc1 the results were SSB-PriA inh 23.0.
For Clc1ccccc1C1NCCS1 (stereo unspecified) the results were SSB-PriA inh 0.0.
`COc1ccc(C=NNC(=O)c2nn(-c3ccc(C)c(C)c3)c(=O)c3ccccc23)cc1` gave SSB-PriA inh -4.5.
Screening NC(=O)c1ccc(NC(=O)C(=O)Nc2cccc(N3CCCC3=O)c2)cc1 returned SSB-PriA inh 5.0.
`COc1cc(C(=O)NCCn2ncc3c(N4CC(C)OC(C)C4)ncnc32)cc(OC)c1OC` (stereo unspecified) gave SSB-PriA inh -28.0&-5.0.
Screening O=C(NCCC(O)c1cccc2ccccc12)Nc1ccc2c(c1)OCO2 (stereo unspecified) returned SSB-PriA inh 10.0.
For COc1cc2cc(CNc3ccc(C)cc3)c(=O)n(CC(=O)Nc3ccc(F)cc3F)c2cc1OC the results were SSB-PriA inh -9.0.
Screening O=C(Nc1ccc2scnc2c1)C1CC1 returned SSB-PriA inh -3.0.
O=C(O)c1cc(-c2ccc(O)cc2)n[nH]1 was read as SSB-PriA inh -5.0.
Screening CCN1CCN(C(CNC(=O)C(=O)NCc2ccccc2)c2cccnc2)CC1 (stereo unspecified) returned SSB-PriA inh -2.0.
For O=C(Cn1cc(S(=O)(=O)c2ccc(F)cc2)c2ccccc21)NCc1ccccn1 the results were SSB-PriA inh -11.0.
For CC1(C)Cc2ccccc2C(NN=Cc2cccc(F)c2)=N1 the results were SSB-PriA inh 0.4.
For CC(=NNC(=O)C1CC1(c1ccccc1)c1ccccc1)c1ccco1 (stereo unspecified) the results were SSB-PriA inh 0.5.
`COc1ccc(C(=O)COc2ccccc2)c(OC)c1` gave SSB-PriA inh -16.0.
`NS(=O)(=O)c1ccc(NC(=O)CSc2nc3scc(-c4ccco4)c3c(=O)n2-c2ccccc2)cc1` gave SSB-PriA inh -10.0&-2.0.
`Oc1ccc(C=Nn2cnn(Cc3ccccc3Cl)c2=S)c(O)c1` gave SSB-PriA inh 4.3.
`NC(Cc1ccc([N+](=O)[O-])cc1)=NOC(=O)c1ccc([N+](=O)[O-])cc1` gave SSB-PriA inh -6.4.
Screening COc1ccccc1[C@H](CNC(=O)C(=O)Nc1cccnc1)OC returned SSB-PriA inh -16.0.
`O=S(=O)(NCCNc1ccc(-n2cccc2)nn1)c1ccc(OC(F)(F)F)cc1` gave SSB-PriA inh 1.0.
`O=C(COc1ccc(Cl)cc1Cl)NCCN1CCN(c2ccc(F)cc2)CC1` gave SSB-PriA inh 4.0.
Screening CCn1c(=NC(=O)C2CCCN2S(=O)(=O)c2ccc(OC)cc2)sc2c3ccccc3ccc21 (stereo unspecified) returned SSB-PriA inh 1.0.
Cc1cc(C)n(CCNC(=O)COc2ccccc2C)n1 was read as SSB-PriA inh -4.0.
Screening COc1ccc2nc(-c3ccc(C)c(NC(=O)c4ccccc4Cl)c3)cn2n1 returned SSB-PriA inh -6.0.
Screening CCOC(=O)c1nn(-c2ccc(C(F)(F)F)cc2)c(=O)c2c(NC(=O)c3ccc(S(=O)(=O)N4CCCCC4)cc3)scc12 returned SSB-PriA inh -6.0.
O=c1c(-c2nc(-c3ccncc3)no2)cccn1CCOc1ccc(F)cc1 was read as SSB-PriA inh -6.0.
`COc1ccccc1-c1nnc(NC(=O)c2ccc(S(=O)(=O)N3CC(C)OC(C)C3)cc2)o1` (stereo unspecified) gave SSB-PriA inh -20.0.
`COc1ccc(NC(=O)C2=NCCN2)cc1OC` gave SSB-PriA inh -7.0.
For Cc1cc(C)c(NC(=O)[C@@H]2COc3ccccc3O2)c(C)c1 the results were SSB-PriA inh -5.0.
COc1ccc(C(=O)NN=C(C)CC(=O)Nc2ccc3ccccc3c2)c(OC)c1 was read as SSB-PriA inh -0.1.
`Cc1cc(=O)[nH]c2nc(N)ccc12` gave SSB-PriA inh -10.0&-1.0.
Screening CC(C)c1c(C(=O)NN=Cc2cccs2)nnn1-c1nonc1N returned SSB-PriA inh -7.0.
`Cc1cc(N)nc(Nc2ccc(C(F)(F)F)cc2)n1` gave SSB-PriA inh -14.0.
`CC[C@@H](C(=O)Nc1ccc(-n2c(C)nc3ccccc3c2=O)cc1C)c1ccccc1` gave SSB-PriA inh -19.0.
For CC(C)(C)C1CCc2c(sc3nc(CCC(=O)NCc4cccnc4)[nH]c(=O)c23)C1 (stereo unspecified) the results were SSB-PriA inh -12.0.
Screening COc1ccc2c(c1)CCN(S(=O)(=O)CCNC(=O)c1snnc1C)C2 returned SSB-PriA inh -21.0.
Screening O=C1CCCN1CCCN1COc2ccc3c(=O)c(-c4ccccc4)c(C(F)(F)F)oc3c2C1 returned SSB-PriA inh -19.0.
Screening N#Cc1cccc(Cn2c(=O)n(CCc3cccs3)c(=O)c3sccc32)c1 returned SSB-PriA inh -11.0.
For O=C(NCc1cccnc1-c1cccs1)c1ccc(-n2cccc2)cc1 the results were SSB-PriA inh -17.0.
`CN(Cc1cc(=O)[nH]c2ccccc12)C(=O)c1ccoc1CSc1ccccc1` gave SSB-PriA inh -14.0.
`Cc1cc(NC(=O)c2ccc(S(=O)(=O)N(C)C)cc2)n(-c2nc(-c3ccc(F)cc3)cs2)n1` gave SSB-PriA inh -13.0.
Cn1cc(C(O)CNC(=O)C2c3ccccc3Oc3ccccc32)c2ccccc21 (stereo unspecified) was read as SSB-PriA inh -5.0.
O=C1CCCN1C1CCN(S(=O)(=O)Cc2ccccc2)CC1 was read as SSB-PriA inh -3.0.
Cn1nc(N2CCC[C@H](C(=O)Nc3ccc4c(c3)Cc3ccccc3-4)C2)ccc1=O was read as SSB-PriA inh -7.0.
CN(C)S(=O)(=O)Nc1cnn(C2CCOC2)c1 (stereo unspecified) was read as SSB-PriA inh -10.0.
`COc1ccc(C)cc1NC(=O)CCc1c(C)nn(-c2nc(C)cc(=O)[nH]2)c1C` gave SSB-PriA inh -8.0.
For O=S(=O)(c1ccc2c(c1)CCO2)N1CCN(c2cc(-n3cncn3)ncn2)CC1 the results were SSB-PriA inh -6.0.
`COc1ccc(C(=O)CSc2ncnc3sc4c(c23)CCC(C)C4)cc1OC` (stereo unspecified) gave SSB-PriA inh -1.0.
`Cc1cc(C)c(C=NNC(=O)c2nnn(-c3nonc3N)c2CN2CCC(C)CC2)c(C)c1` gave SSB-PriA inh 3.9.
For COc1cc(C=NNC(=S)NCCN2CCOCC2)cc(OC)c1O the results were SSB-PriA inh -1.6.
For Cc1c(Cl)cccc1S(=O)(=O)NCCC(O)c1ccc2c(c1)OCO2 (stereo unspecified) the results were SSB-PriA inh -28.0.
`CC(=O)NS(=O)(=O)c1ccc(NC(=O)c2cc(=O)[nH]cn2)cc1` gave SSB-PriA inh -10.0.
For S=c1[nH]nc(C2CCCCC2)n1N=Cc1ccccn1 the results were SSB-PriA inh 1.2.
CCOC(=O)c1ccc(S(=O)(=O)NCCCn2nc(-c3ccncc3)ccc2=O)cc1 was read as SSB-PriA inh -7.0.
For Cc1ccc(N(C(=O)c2ccccc2Cl)C2C=CS(=O)(=O)C2)cc1C (stereo unspecified) the results were SSB-PriA inh 7.0.
Screening Cc1cc(O)c(C=NOCc2ccc(Cl)cc2Cl)c(=O)o1 returned SSB-PriA inh -10.9.

As a short view, part of the list above.
`COc1ccc(C(=O)CSc2ncnc3sc4c(c23)CCC(C)C4)cc1OC` (stereo unspecified) gave SSB-PriA inh -1.0.
`Cc1cc(C)c(C=NNC(=O)c2nnn(-c3nonc3N)c2CN2CCC(C)CC2)c(C)c1` gave SSB-PriA inh 3.9.
For COc1cc(C=NNC(=S)NCCN2CCOCC2)cc(OC)c1O the results were SSB-PriA inh -1.6.
For Cc1c(Cl)cccc1S(=O)(=O)NCCC(O)c1ccc2c(c1)OCO2 (stereo unspecified) the results were SSB-PriA inh -28.0.

(cont.)
Screening O=C(c1ccsc1)N1CC(S(=O)(=O)C2CCCCC2)C1 returned SSB-PriA inh 1.0.
Screening Cc1nnsc1C(=O)N(CCN1CCOCC1)c1nc2c(S(C)(=O)=O)cccc2s1 returned SSB-PriA inh -6.0.
For CC(=NNC(=O)Cc1c[nH]c2ccccc12)c1ccc2ccccc2c1 the results were SSB-PriA inh -5.5.
`COc1ccc(C2CCN(S(=O)(=O)Cc3cc(F)ccc3F)C2)cc1` (stereo unspecified) gave SSB-PriA inh -49.0.
Cc1nc(Oc2ccccc2)cc(N2CCN(C(=O)CCc3ccccc3)CC2)n1 was read as SSB-PriA inh -15.0&0.0.
`CC(C)CN1C(=O)CCc2cc(NC(=O)C34CC5CC(CC(C5)C3)C4)ccc21` gave SSB-PriA inh -3.0.
For CN(CC1CCCO1)S(=O)(=O)c1ccc(C(=O)Nc2ccc(F)cc2F)cc1 (stereo unspecified) the results were SSB-PriA inh -3.0.
`O=C(CCSc1ccccc1)NCCn1nc(-c2ccncc2)c2c1CCCC2` gave SSB-PriA inh -6.0.
For O=C(c1c(F)cccc1F)N1CCN=C1SCc1c(F)cccc1Cl the results were SSB-PriA inh -16.0&11.0.
`NCCc1nc(-c2ccccn2)no1` gave SSB-PriA inh -9.0.
For COc1ccc(-c2c(C#N)c(SCC(=O)NCC3CCCO3)nc3c2C(=O)CC(C)(C)C3)cc1 (stereo unspecified) the results were SSB-PriA inh 10.0.
For CN1C(=O)CNC1=S the results were SSB-PriA inh -7.0.
`CN(C)CCN1C(=O)C(O)=C(C(=O)c2cc3ccccc3o2)C1c1cccc([N+](=O)[O-])c1` (stereo unspecified) gave SSB-PriA inh -14.0.
`O=C(O)c1c[nH]c(=O)n(Cc2cccs2)c1=O` gave SSB-PriA inh -3.0.
Screening O=C(Nc1cccnc1)c1cc(-n2cccn2)ccn1 returned SSB-PriA inh -8.0.
Screening Cc1cc(C(=O)NN=Cc2cccn2C)n[nH]1 returned SSB-PriA inh -18.0.
Cc1c(C(=O)N2CCc3ncncc3C2)cnn1-c1ccccc1 was read as SSB-PriA inh 1.0.
COc1cccc(NC(=O)NCCn2nc(C(F)(F)F)cc2C2CC2)c1OC was read as SSB-PriA inh -9.0.
`CCOC(=O)C1=C(CC)Nc2ccccc2NC1=NS(=O)(=O)c1cccc(C(C)=O)c1` gave SSB-PriA inh -1.1.
CCN(Cc1ccco1)c1nc2cc(C(=O)OC)ccc2c(=O)n1-c1ccc(F)c(Cl)c1 was read as SSB-PriA inh 17.0.
Cc1cc(O)c(C(=O)Nc2cccc(Cl)c2)c(=O)n1Cc1ccccn1 was read as SSB-PriA inh 3.0.
`CC(=O)N1CCN(S(=O)(=O)c2cccc(C(=O)Nc3ccccn3)c2)CC1` gave SSB-PriA inh -1.0.
`CCCN1C(=O)C(C)(C)COc2ccc(NS(=O)(=O)c3ccc(C)c(Cl)c3)cc21` gave SSB-PriA inh -26.0&3.0.
CC(=O)c1sc(NC(=O)c2ccc3ncsc3c2)nc1-c1ccccc1 was read as SSB-PriA inh -11.0.
For COc1ccc(NC(=O)Cn2cnc3c(sc4ncccc43)c2=O)cc1Cl the results were SSB-PriA inh -3.0.
For COc1ccc(CCNC(=O)NCc2ccc(C(O)c3ccco3)s2)cc1 (stereo unspecified) the results were SSB-PriA inh -29.0.
For O=C(c1ccc2nsnc2c1)N1CCS[C@H](c2ccccc2F)CC1 the results were SSB-PriA inh 0.0.

Molecules above that contain a furan ring, fused or not:
For CC(=NNC(=O)C1CC1(c1ccccc1)c1ccccc1)c1ccco1 (stereo unspecified) the results were SSB-PriA inh 0.5.
`NS(=O)(=O)c1ccc(NC(=O)CSc2nc3scc(-c4ccco4)c3c(=O)n2-c2ccccc2)cc1` gave SSB-PriA inh -10.0&-2.0.
`CN(Cc1cc(=O)[nH]c2ccccc12)C(=O)c1ccoc1CSc1ccccc1` gave SSB-PriA inh -14.0.
`CN(C)CCN1C(=O)C(O)=C(C(=O)c2cc3ccccc3o2)C1c1cccc([N+](=O)[O-])c1` (stereo unspecified) gave SSB-PriA inh -14.0.
CCN(Cc1ccco1)c1nc2cc(C(=O)OC)ccc2c(=O)n1-c1ccc(F)c(Cl)c1 was read as SSB-PriA inh 17.0.
For COc1ccc(CCNC(=O)NCc2ccc(C(O)c3ccco3)s2)cc1 (stereo unspecified) the results were SSB-PriA inh -29.0.

Only part of the results is shown; count on the stated rates, not on these rows.
